Mtb FBA inh = inhibitors of M. tuberculosis fructose-bisphosphate aldolase. P9WQA3. purified M. tuberculosis FBA, fluorescence read-out. inhibition, % at 1 µM. actives 2.3% (n = 360,000). AID 588726; in the data active = inhibition above about 27%;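 also: 0% = vehicle and 100% = reference inhibitor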
Mtb BioA inh = BioA (M. tuberculosis) enzyme inhibition; purified M. tuberculosis BioA enzyme, plate reader; inhibition, % at 9.99 µM; actives 0.096% (n = 360,000); AID 602481; in the data active = inhibition above about 40%; inconclusive = no clear call, values can overlap the other calls
FadD28 FP inh = inhibitors of Mycobacterium tuberculosis FadD28 bisubstrate binding; AID 588549; FadD28 bisubstrate probe binding, fluorescence polarization; actives 0.22% (n = 360,000); inhibition, % at 12.5 µM; in the data active = inhibition above about 8.5%, passing the limit was not always enough; inconclusive = no clear call, values can overlap the other calls
MazF activator = MazEF (E. coli) toxin RNase activation | FAM/BHQ RNA-DNA oligo cleavage fluorescence, 5 h | activation, % at 20 µM | AID 504720 | actives 0.32% (n = 350,000) | P0AE70; in the data active = activation above about 50%
Target sequence (P0AE70 whole entry, looked up): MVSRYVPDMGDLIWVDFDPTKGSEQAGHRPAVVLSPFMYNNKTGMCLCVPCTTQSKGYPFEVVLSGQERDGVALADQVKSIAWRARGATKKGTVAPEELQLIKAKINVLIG
Rv3671c inh = inhibitors of M. tuberculosis serine protease Rv3671c. inhibition, % at 5.96 µM. actives 0.048% (n = 320,000). AID 2606; in the data active = inhibition above about 38%;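 also: extracellular domain of Rv3671c used as enzyme; 0% = enzyme with DMSO and 100% = no enzyme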
Target sequence (P9WHR9 whole entry, looked up, the tested form may be a part): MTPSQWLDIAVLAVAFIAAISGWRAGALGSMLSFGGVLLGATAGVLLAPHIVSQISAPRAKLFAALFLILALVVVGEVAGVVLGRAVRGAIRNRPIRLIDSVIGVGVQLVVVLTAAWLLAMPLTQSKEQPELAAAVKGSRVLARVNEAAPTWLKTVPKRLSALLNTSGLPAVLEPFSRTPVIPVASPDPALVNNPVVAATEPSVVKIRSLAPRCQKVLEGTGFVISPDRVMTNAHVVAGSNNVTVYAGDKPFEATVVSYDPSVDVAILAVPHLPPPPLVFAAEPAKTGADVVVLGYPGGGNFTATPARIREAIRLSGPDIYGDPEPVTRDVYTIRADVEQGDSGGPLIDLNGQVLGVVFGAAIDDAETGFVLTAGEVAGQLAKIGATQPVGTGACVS
PrPC TRFRET = cell surface PrPC inhibition, primary TR-FRET screen | TR-FRET read-out | AID 720596 | inhibition, % at 13.8 µM | actives 0.43% (n = 370,000); in the data active = inhibition above about 24%; also: 0% = median of the test wells and 100% = reference compound wells
GDH-TPI counter = counter-screen for M. tuberculosis FBA inhibitors: GDH-TPI coupled enzymes | AID 588335 | inhibition, % at 4.8 µM | GDH-TPI coupled enzyme counterscreen, NADH absorbance | actives 1.2% (n = 360,000); in the data active = inhibition above about 30%;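 also: 0% = DMSO wells and 100% = wells lacking the enzyme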
BoNT F protease = BoNT F light chain protease inhibition; inhibition, % at 10 µM; Multiplex microsphere protease cleavage assay, flow cytometry; AID 588497; actives 0.22% (n = 360,000); in the data active = inhibition above about 35%, passing the limit was not always enough; inconclusive = no clear call, values can overlap the other calls; also: plate controls were buffer without enzyme for full effect and enzyme alone for no effect
UGM FP inh = inhibitors of M. tuberculosis UDP-galactopyranose mutase; P9WIQ1; purified UGM, fluorescence polarization probe displacement; inhibition, % at 10 µM; actives 0.06% (n = 320,000); in the data active = inhibition above about 10%, passing the limit was not always enough; inconclusive = no clear call, values can overlap the other calls
Target sequence (P9WIQ1 whole entry, looked up): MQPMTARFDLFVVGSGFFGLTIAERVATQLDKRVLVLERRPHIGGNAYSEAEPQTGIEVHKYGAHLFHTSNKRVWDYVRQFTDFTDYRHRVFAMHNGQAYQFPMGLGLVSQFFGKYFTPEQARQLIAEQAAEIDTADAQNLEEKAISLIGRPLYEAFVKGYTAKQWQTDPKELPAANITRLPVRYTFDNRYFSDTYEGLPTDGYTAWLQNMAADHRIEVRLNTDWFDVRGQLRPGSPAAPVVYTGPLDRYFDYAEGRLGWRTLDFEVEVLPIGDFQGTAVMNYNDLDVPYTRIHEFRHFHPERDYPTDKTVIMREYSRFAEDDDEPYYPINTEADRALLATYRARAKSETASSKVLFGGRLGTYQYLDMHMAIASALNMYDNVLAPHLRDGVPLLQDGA
The depositor's hits bear a star; u = inconclusive; x = no result given; & = joins results of further samples.

smiles | Mtb FBA inh | Mtb BioA inh | FadD28 FP inh | MazF activator | Rv3671c inh | PrPC TRFRET | GDH-TPI counter | BoNT F protease | UGM FP inh
Cc1nn(-c2ccccc2)c(C)c1-c1cc(C(=O)N/N=C/c2ccc(O)cc2)[nH]n1 | 5 | x | -2.6 | 2 | 7 | 8 | 44* | x | 1.1
COc1ccc(NC(=O)[C@@H](NS(=O)(=O)c2cccc(Cl)c2)C(C)C)cc1S(=O)(=O)N1CCOCC1 | 1 | 0.8 | 0.2 | 1 | 3 | -8 | -7 | x | -1.1
O=C(O)C1C2CCC(O2)C1C(=O)NCc1ccccc1Br (stereo not given) | -4 | -1.0 | -1.9 | -3 | 3 | 9 | 12 | 9 | -0.3
Cc1ccc(Cl)cc1NC(=S)NCCCSC1CCCCC1 | 3 | 0.9 | -2.4 | 3 | -9 | 12 | 17 | -9 | 0.7
COc1c(C(=O)N2CCCC2)ccc2ccccc12 | -1 | 0.6 | -3.1 | -4 | 4 | -1 | 2 | -3 | -0.9
Cc1cc([N+](=O)[O-])nn1Cc1ccc(C(=O)N/N=C/c2ccc(O)cc2O)cc1 | -1 | 0.7 | -0.2 | 4 | 20 | 32* | 44* | -4 | -1.7
Cc1cc(/C=N/n2cnnc2)c(C)n1-c1cccc(C(=O)O)c1 | -1 | x | 0.2 | 2 | -6 | 1 | 20 | 2 | -3.2
O=C(NCc1cccs1)C1Cc2c(-c3ccccc3Oc3ccccc3)ccnc2O1 (stereo not given) | -1 | -0.9 | -4.5 | x | x | -1 | 5 | -4 | x
Cc1ccc(S(=O)(=O)N2CCCCC2)cc1C(=O)NC1CCCCC1 | 0 | -0.4 | x | 1 | 6 | 1 | 1 | 2 | 0.9
CC(C)CC(=O)N1CCC(O)(CS(=O)(=O)Cc2ccccc2)CC1 | 0 | -0.6 | -1.6 | -1 | -10 | -1 | 6 | -10 | 0.5
CC12CCC(=O)N1C(C(=O)Nc1cc(S(=O)(=O)N3CCCCCC3)ccc1OCC(F)(F)F)CS2 (stereo not given) | 1 | 6.8 | -1.9 | -1 | -5 | -3 | 6 | 4 | 2.4
Cc1ccc(OC(C)C(=O)N2CCN(c3ccccn3)CC2)cc1 (stereo not given) | 0 | -2.1 | -0.3 | -4 | x | -1 | 11 | -15 | x
Cc1ccc2c(COC(=O)c3ccccc3Cl)cc(=O)oc2c1 | 0 | x | -2.4 | 8 | 1 | 6 | 8 | -7 | 1.7
COCCCN1C(=O)C(CC(=O)NCCCCc2ccccc2)CC(C(=O)N2CCOCC2)=C1C (stereo not given) | 0 | -2.2 | -3.3 | 4 | x | -6 | 1 | -4 | x
Cc1ccc(S(=O)(=O)N2CCC(C(=O)N/N=C/c3cccn3C)CC2)cc1 | -1 | 0.1 | -0.9 | -2 | -3 | -4 | 15 | -9 | -0.4
Cc1ccccc1OCC(=O)Nc1ccc2c(c1)Cc1ccccc1-2 | 1 | -1.7 | -0.6 | -16 | 4 | x | 18 | -6 | -1.1
O=C(NCc1nnc(SCC(=O)N2CCCC2)o1)c1ccco1 | 2 | x | -1.7 | 2 | -9 | -3 | 1 | -1 | 0.9
CCO[C@H]1OC(C(=O)NC2CC2)=C[C@@H](c2ccc(C(F)(F)F)cc2)[C@@H]1CCCO | -3 | -0.9&1.5 | -3.0 | 9 | -2 | -2 | -2 | 0 | 1.1
CCCCCCN1CCN(c2ccccc2Cl)CC1 | -1 | -0.3 | -1.9 | 2 | -5 | 8 | 4 | 2 | 0.4
O=C(CCC(=O)Nc1ccc(F)cc1)N/N=C/c1cc([N+](=O)[O-])ccc1O | -11 | x | -2.8 | 3 | 7 | 2 | 17 | -5 | -2.7

smiles | Mtb FBA inh | Mtb BioA inh | FadD28 FP inh | MazF activator | Rv3671c inh | PrPC TRFRET | GDH-TPI counter | BoNT F protease | UGM FP inh
CCCOC(=O)c1ccc(OC(=O)c2ccco2)cc1 | 0 | 1.3 | -2.2 | -5 | -2 | -3 | -4 | 3 | -3.8
COc1ccc(CCNC(=O)COc2ncnc3ccccc23)cc1 | 1 | x | -2.1 | -3 | 5 | 2 | 0 | -2 | 0.2
O=C(O)CCCCCN1C(=O)CSC1=S | 4 | 0.5 | 0.1 | 2 | -29 | -5 | 0 | -5 | 6.7
CN(Cc1nc2ccc(Cl)cc2[nH]1)Cc1nc(-c2cnccn2)no1 | -2 | x | -2.0 | -8 | -5 | 7 | 2 | -1 | -0.2
CCOc1ccc(S(=O)(=O)N2CCCCC2)cc1NC(=O)CCNC(=O)c1ccco1 | 0 | -1.7 | -2.5 | 0 | x | -7 | -7 | -5 | x
COc1ccc(C)cc1NC(=O)CN(C)S(=O)(=O)c1ccc2c(c1)CCCN2C(C)=O | -3 | 1.2 | -0.7 | 6 | -10 | 13 | 0 | -6 | 0.8
CN(C)CC(C)(C)CNS(=O)(=O)c1ccc(Cl)s1 | 1 | x | -1.7 | -3 | -3 | -5 | 5 | 1 | -0.6
Cc1noc(C)c1CSc1ccccc1C(=O)Nc1nccs1 | 4 | -4.7 | 3.2 | -6 | -1 | -2 | 3 | -1 | -0.6
O=C(CSc1ccccc1F)OCC(=O)N1CCN(C(=O)c2ccco2)CC1 | 2 | 2.4 | 1.3 | -20 | 4 | -3 | 6 | u | 0.1
CC(NC(=O)C(C)N1CCN(Cc2ccccc2)CC1)c1ccc(F)cc1 (stereo not given) | 2 | 1.7 | 0.3 | -2 | -1 | 2 | 18 | 18 | -0.3
Cc1ccsc1/C=N/NC(=O)CNC(=O)c1ccc(S(=O)(=O)N(C)C)cc1 | 9 | -1.7 | 0.1 | -8 | -4 | -7 | 15 | -2 | 2.3
CC(C)C[C@H](NC(=O)OC(C)(C)C)C(=O)N[C@@H](CO)[C@H](O)[C@@H]1C[C@@H]1C(=O)NC1CC1 | -3 | -0.6 | -2.7 | 3 | 9 | -2 | -8 | 8 | 0.3
CCc1ccccc1Nc1nc(N)nc(CSCC(=O)c2cc(C)n(C)c2C)n1 | 3 | -1.2 | -2.8 | -1 | -3 | -5 | -2 | -4 | 1.5
C=C(CO)C1Cc2cc(C(C)=O)ccc2O1 (stereo not given) | 2 | -1.6 | -1.5 | 0 | -1 | 4 | 10 | -16 | 0.0
O=C(Nc1ccc(-c2cccc(F)c2)cc1)C1CCCN(Cc2ccccn2)C1 (stereo not given) | -2 | 1.9 | -5.3 | -4 | -12 | -1 | 3 | -2 | -0.4
Cc1cccc(CSc2ncc(CO)n2C)c1 | 1 | 0.4 | -0.9 | -1 | 4 | 0 | 8 | 2 | -0.7
COc1ccc(CCNC(=O)Cn2c(=O)n(CC3CCCO3)c(=O)c3cc(OC)c(OC)cc32)cc1OC (stereo not given) | 3 | x | -1.9 | 3 | -1 | -1 | 10 | x | -1.8
O=[N+]([O-])c1ccc2c(c1)C(N1CCOCC1)/C(=C/COc1ccc(F)cc1)O2 (stereo not given) | -1 | 0.9 | -3.2 | -5 | -4 | 1 | 2 | -2 | -0.3
CCCc1nc2ccc(C(=O)OC)cn2c1Cc1cccc(F)c1 | 1 | -0.5 | -4.1 | x | x | -2 | x | 10 | x
Cc1cc(O)ccc1N1C(=O)c2cccc3cc([N+](=O)[O-])cc(c23)C1=O | 0 | -1.3 | -4.7 | 0 | 10 | -5 | 9 | 2 | -1.7

smiles | Mtb FBA inh | Mtb BioA inh | FadD28 FP inh | MazF activator | Rv3671c inh | PrPC TRFRET | GDH-TPI counter | BoNT F protease | UGM FP inh
CC1CCCC(C)N1C(=O)CN1C(=O)NC2(CCCCCC2)C1=O (stereo not given) | 3 | 0.2 | -2.2 | 5 | x | -1 | 12 | -2 | x
Oc1cccc(/C=N/NP(=S)(c2ccccc2)c2ccccc2)c1 | -2 | 0.5 | -2.8 | 5 | -9 | -7 | 17 | 1 | 0.0
O=C(CNS(=O)(=O)c1ccc(C(=O)N2CCOCC2)cc1)N1CCOCC1 | -2 | -1.0 | -1.5 | 2 | 1 | -6 | 4 | -6 | -0.2
O=c1[nH]c(SCc2ccccc2Cl)nc2[nH]ncc12 | 1 | x | -1.9 | 10 | 0 | 19 | 8 | 0 | -0.8
COc1cc(C(=O)OCC(=O)NC(=O)C2CCCCC2)ccc1OC(F)F | -3 | -0.1 | -3.8 | 4 | -7 | 1 | -7 | 1 | -1.7
O=C(NCCO)c1ccc2nc(-c3ccco3)c(-c3ccco3)nc2c1 | 0 | 0.8 | 13* | -22 | 9 | -8 | 18 | -157 | -0.4
CN(Cc1ccccc1)C(=O)c1cccc(NC(=O)Cc2cccc([N+](=O)[O-])c2)c1 | -1 | 0.4 | -3.6 | 4 | 0 | -5 | -3 | 1 | -0.1
O=C(O)CSc1ncnc2c1oc1ccccc12 | -1 | -0.9 | -0.2 | -1 | -6 | 16 | 9 | 2 | 2.1
COc1ccc(N2C(=O)CCC(C(=O)O)C2c2ccc(F)cc2)cc1 (stereo not given) | 1 | 1.0 | 0.7 | 2 | 1 | -2 | 2 | 5 | -3.0
Cc1csc(NC(=O)CSc2nnc(C)s2)n1 | 2 | -0.9 | 0.0 | 2 | -7 | -2 | 5 | -7 | -1.5
COc1ccc(NC(=O)CSc2ccc(-c3cccnc3)nn2)c(OC)c1 | -2 | 13 | 0.9 | 0 | 3 | 3 | 8 | x | -0.9
COc1cc2c(cc1OC)C1CCc3cc4c(cc3C1N=C2)OCO4 (stereo not given) | 2 | 2.2 | -2.5 | 11 | x | -10 | 1 | 2 | x
CCOC(=O)Nc1ccc(C(=O)c2ccncc2)cc1 | -2 | -1.1 | -1.2 | 4 | 6 | -2 | -1 | -10 | -2.2
Cc1occc1C(=O)NCc1cccs1 | 2 | -0.9 | -1.8 | 2 | 1 | 4 | -5 | 0 | 0.1
O=C(Nc1cccc(Cl)c1Cl)c1snnc1-c1ccccc1 | 3 | -0.6 | -1.1 | 2 | 0 | -13 | 2 | -1 | 0.9
O=C(c1cnsn1)N1CCN(c2ccccn2)CC1 | -2 | -0.4 | -2.9 | 0 | -1 | 5 | -3 | 3 | 0.6
Cc1cc(C(F)(F)F)c2c(=O)[nH]c(=O)n(Cc3ccccc3)c2n1 | -1 | -0.8 | -2.1 | 1 | -1 | 4 | 4 | -7 | 3.5
O=C(COC(=O)c1ccccc1Cl)Nc1ccc2[nH]c(=O)[nH]c2c1 | -4 | -0.4 | -2.2 | -17 | -1 | 3 | -4 | -19 | -1.0
Cc1ccc(C(=O)CSc2nc3cc(S(=O)(=O)N4CCOCC4)ccc3o2)cc1 | 0 | 0.5 | -0.3 | -1 | -5 | -2 | 4 | 4 | -0.7
O=C(Cc1csc(Nc2nc(=S)[nH]c3ccccc23)n1)NCc1cccc(Cl)c1 | 0 | -1.6 | -2.7 | -15 | -2 | 2 | 2 | -10 | 0.3

smiles | Mtb FBA inh | Mtb BioA inh | FadD28 FP inh | MazF activator | Rv3671c inh | PrPC TRFRET | GDH-TPI counter | BoNT F protease | UGM FP inh
CSc1ncccc1C(=O)OCCCC(=O)c1ccc(F)cc1 | 7 | 0.5 | -0.6 | -22 | 5 | 1 | 7 | u | -3.9
CC1CCCN(Cc2csc(N)n2)C1 (stereo not given) | 1 | 3.6 | -0.2 | 4 | 9 | 2 | -2 | 0 | 0.5
CCOC(=O)c1c(C)[nH]c(C)c1S(=O)(=O)NCC1CCN(Cc2cccc(Cl)c2)CC1 | 0 | -0.8 | -3.6 | 9 | 7 | -3 | 7 | -9 | -0.7
COc1ccc(NC(=O)c2cc3ccccc3cc2OC)cc1OC | -2 | x | 0.4 | 6 | 3 | -7 | 7 | -23 | -1.4

Some of the entries so far, with values under each structure:
Values in the order: Mtb FBA inh, Mtb BioA inh, FadD28 FP inh, MazF activator, Rv3671c inh, PrPC TRFRET, GDH-TPI counter, BoNT F protease, UGM FP inh
> CSc1ncccc1C(=O)OCCCC(=O)c1ccc(F)cc1
 : 7, 0.5, -0.6, -22, 5, 1, 7, u, -3.9
> CC1CCCN(Cc2csc(N)n2)C1 (stereo not given)
 : 1, 3.6, -0.2, 4, 9, 2, -2, 0, 0.5
> CCOC(=O)c1c(C)[nH]c(C)c1S(=O)(=O)NCC1CCN(Cc2cccc(Cl)c2)CC1
 : 0, -0.8, -3.6, 9, 7, -3, 7, -9, -0.7
